BCLXL inh = Bcl-xL (human) inhibition | Q07817 | inhibition, % at 10.9 µM | 320,000 compounds, 0.7% hits | GST-Bcl-xL / FITC-Bim BH3 peptide fluorescence polarization | AID 2129;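 active = inhibition above the mean of all tested compounds plus 3 SD, cutoff set per campaign, cut at about 30% in these data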;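 note: 0% = DMSO wells and 100% = unlabeled Bim-BH3 peptide competitor; inhibitors lower millipolarization by displacing the labeled peptide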
CIT2 TOR yeast = alters CIT2-GFP fluorescence in TOR pathway yeast screen; S. cerevisiae CIT2-GFP strain, flow cytometry, 3 h; 100 means same as DMSO wells; GFP response vs DMSO, % at 10 µM; 320,000 compounds, 0.065% hits; AID 2029;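 active = GFP response relative to DMSO above a set limit, near the screen mean plus 3 SD, cut at about 150% in these data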;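 note: ratio of well median GFP fluorescence to mean of DMSO wells on the plate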
GLD-1 RNA inh = GLD-1-TGE RNA interaction inhibition (C. elegans) | purified GLD-1 + fluorescein TGE RNA, fluorescence polarization | Q17339 | 320,000 compounds, 0.44% hits | inhibition, % at 5.96 µM;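 active = percent inhibition above a per-plate cutoff, the plate mean of test compounds plus 3 SD, cut at about 30% in these data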;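 note: 0% = DMSO wells with GLD-1 and probe and 100% = wells lacking GLD-1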
MEX-5 binding = C. elegans MEX-5 TCR-2 RNA binding activity. Q9XUB2. MEX-5/FITC-TCR2 RNA binding, fluorescence polarization; hits give low values. activity score (negative = inhibition of binding), % at 10 µM. 300,000 compounds, 0.38% hits. AID 1832;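 active = inhibition past about -25% in most replicates, and total fluorescence under double the plate's negative control median, limit read from the data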;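 note: 0% = DMSO and -100% = 5 µM competing unlabeled TCR2 RNA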
AGP1 TOR yeast = modulators of TOR pathway AGP1-GFP in S. cerevisiae; S. cerevisiae AGP1-GFP multiplex flow cytometry, 3 h; GFP as percent of DMSO wells; GFP response vs DMSO, % at 10 µM; 320,000 compounds, 0.02% hits;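 active = GFP response relative to DMSO above a set limit, near screen average plus 3 SD, cut at about 150% in these data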;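 note: median GFP channel fluorescence of the gated AGP1 strain per well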
VLA-4 inh = inhibition in a human VLA-4 binding assay; P13612; VLA-4 expressing cells, ligand binding flow cytometry; inhibition, % (about 7 µM as worked out from the volumes in the protocol); 330,000 compounds, 0.2% hits; AID 2557; in the data active = inhibition above about 50%
Target sequence (P13612 whole entry, looked up): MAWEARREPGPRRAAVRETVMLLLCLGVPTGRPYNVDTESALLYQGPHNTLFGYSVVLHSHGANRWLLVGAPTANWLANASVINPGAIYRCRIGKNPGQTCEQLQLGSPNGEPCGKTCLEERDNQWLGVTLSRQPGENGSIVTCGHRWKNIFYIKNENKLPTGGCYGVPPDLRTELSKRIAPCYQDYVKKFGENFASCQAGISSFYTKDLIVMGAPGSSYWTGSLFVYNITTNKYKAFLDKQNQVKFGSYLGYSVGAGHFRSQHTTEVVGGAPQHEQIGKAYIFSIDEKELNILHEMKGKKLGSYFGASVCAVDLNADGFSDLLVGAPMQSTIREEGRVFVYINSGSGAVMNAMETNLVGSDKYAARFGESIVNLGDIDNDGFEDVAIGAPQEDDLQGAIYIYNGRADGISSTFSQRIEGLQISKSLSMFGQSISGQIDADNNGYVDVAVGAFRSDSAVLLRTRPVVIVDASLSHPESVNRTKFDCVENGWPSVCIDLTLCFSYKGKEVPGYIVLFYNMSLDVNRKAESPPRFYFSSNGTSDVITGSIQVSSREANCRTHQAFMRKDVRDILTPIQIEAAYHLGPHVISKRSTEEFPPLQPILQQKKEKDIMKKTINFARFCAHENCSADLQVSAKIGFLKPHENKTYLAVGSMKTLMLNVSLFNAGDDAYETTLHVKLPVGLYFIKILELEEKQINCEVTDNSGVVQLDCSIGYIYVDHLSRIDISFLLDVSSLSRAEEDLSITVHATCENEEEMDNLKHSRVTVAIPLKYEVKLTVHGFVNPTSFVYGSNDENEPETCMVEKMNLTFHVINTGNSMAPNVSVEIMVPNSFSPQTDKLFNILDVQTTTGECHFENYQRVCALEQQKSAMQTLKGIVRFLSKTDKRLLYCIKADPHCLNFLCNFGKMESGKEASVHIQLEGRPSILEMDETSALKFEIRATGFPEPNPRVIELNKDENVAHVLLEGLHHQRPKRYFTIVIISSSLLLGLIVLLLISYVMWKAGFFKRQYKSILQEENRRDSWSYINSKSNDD
MCL1 BIM primary = disrupts human MCL1 binding to BIM-BH3 peptide. Q07820. GST-MCL1 / FITC-Bim-BH3 fluorescence polarization. inhibition, % at 10.9 µM. 320,000 compounds, 0.68% hits. AID 2057;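 active = inhibition above the mean inhibition of all tested compounds plus 3 SD, set per campaign, cut at about 40% in these data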;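 note: 0% = DMSO wells and 100% = unlabeled Bim-BH3 peptide control; higher means more loss of mP so more displacement of Bim peptide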
Fam108B counter = Fam108B inhibition, counter-screen for RBBP9 inhibitors; 300,000 compounds, 0.33% hits; AID 1947; inhibition, % at 9.51 µM; recombinant Fam108B, FP-Rh probe fluorescence polarization;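 active = inhibition above the screen mean inhibition plus 3 SD, computed separately per campaign, cut at about 18% in these data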;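 note: inhibitors lower polarization as less probe binds the enzyme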
GRK2 inh = human GRK2 inhibition via aptamer displacement; P25098; 330,000 compounds, 0.59% hits; inhibition of aptamer binding, % at 10 µM; bead flow cytometry, FAM-aptamer displacement from GRK2; AID 488847;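 active = inhibition of aptamer binding above 40%, roughly 3 SD of noise, on plates passing a quality check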;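 note: median bead fluorescence of bound FAM aptamer so fluorescent compounds give negative values; no value below 0 was filed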
* = called active by the depositor; . = not tested or not shown.

SMILES | BCLXL inh | CIT2 TOR yeast | GLD-1 RNA inh | MEX-5 binding | AGP1 TOR yeast | VLA-4 inh | MCL1 BIM primary | Fam108B counter | GRK2 inh
CCCCn1nc2cc(C(=O)NCc3ccc(OC)cc3)ccc2c1OCC | 2 | 98 | 2 | -1.9 | 101 | 12 | -4 | -1 | 5
O=C(COc1ccc(Br)cc1)N1CCN(c2ncccn2)CC1 | -3 | 100 | 5 | . | 105 | -1 | -7 | . | 1
COCc1ccc(C(=O)OC(C)C(=O)Nc2c(C)n(C)n(-c3ccccc3)c2=O)cc1 (centres undefined) | 3 | 110 | 2 | . | 95 | -10 | -1 | . | 2
Cc1oc2nc(SCC(=O)Nc3ccc(S(N)(=O)=O)cc3)nc(NC(=O)c3ccccc3)c2c1C | 1 | 103 | 3 | 2.0 | 100 | 2 | 7 | -23 | 0
COc1cccc(CCNS(=O)(=O)CCNC(=O)c2cccc(OC)c2)c1 | 5 | 87 | 1 | -2.1 | 101 | 1 | 3 | -1 | 0
CC(C)=CCC/C(C)=C/C=N/NC(=O)c1ccccc1[N+](=O)[O-] | 4 | 105 | 0 | -0.5 | 104 | 1 | 3 | -4 | 1
COc1ccc2c(c1)CCc1c-2n[nH]c1C(=O)NCCC(C)C | 3 | 100 | 4 | 1.9 | 98 | 13 | 4 | 1 | 0
Cn1c(=O)[nH]c(=O)c2c1nc(N1CCN(Cc3ccccc3)CC1)n2CCSc1ncccn1 | 2 | 97 | 2 | -5.5 | 102 | 5 | 2 | 2 | 2
O=C(Nc1cccc(S(=O)(=O)NC2=NCCC2)c1)c1ccccc1F | . | 112 | 5 | . | 101 | -12 | . | . | 0
CC1CCCN(c2ccc([N+](=O)[O-])cc2C(=O)c2ccccc2)C1 (centres undefined) | 2 | 100 | 6 | -1.5 | 98 | 14 | 13 | 2 | 2
Cc1cccn2c(=O)c(/C=C(\C#N)S(=O)(=O)c3ccc(Cl)cc3)c(N3CCC(C(N)=O)CC3)nc12 | 5 | 88 | -2 | -7.2 | 106 | 4 | -2 | 2 | 4
Cc1c(C)c2cc(Cl)c(O)c(CN3CCCC(C)C3)c2oc1=O (centres undefined) | -2 | 100 | 8 | -0.5 | 98 | -6 | 4 | 1 | 0
Cc1occc1C(=O)NCCc1cccc(Cl)c1 | 1 | 88 | -6 | 2.1 | 92 | -1 | 1 | -1 | 0
CSCc1cc(N(C)c2ccccc2)nc(-c2ccccc2)n1 | -3 | 107 | -2 | 1.4 | 100 | 34 | -13 | -3 | 0
CCOc1cc(N2CCOCC2)c(OCC)cc1NC(=O)Cc1ccccc1OC | -12 | 92 | -7 | 1.4 | 95 | -12 | -16 | -1 | 2
C=CCN(CC=C)S(=O)(=O)c1ccc(NC(=S)NC(=O)/C=C/c2ccc(C)cc2)cc1 | 11 | 101 | 3 | 4.6 | 103 | 1 | 2 | -7 | 2
Cc1ccc(NC(=O)C2CCCC2)c(Br)c1 | -3 | 96 | 0 | -1.2 | 106 | 15 | -2 | 3 | 0
Cc1nn(-c2cc(C(F)(F)F)ccc2Cl)c2nc(C(Cl)(Cl)Cl)[nH]c(=O)c12 | 11 | 106 | 6 | 0.1 | 99 | 5 | 13 | -3 | 6
CCCn1c(SCC(=O)NC(C)c2ccccc2)n[nH]c1=O (centres undefined) | 2 | 107 | 4 | 0.0 | 106 | 2 | 1 | 5 | 0
Cn1nccc1C(=O)N1CCCC(Nc2ccc(F)cc2)C1 (centres undefined) | 2 | 92 | -6 | -1.1 | 93 | 14 | 2 | 3 | 4
O=C(COc1ccc(Cl)cc1)Nc1nc(-c2cccs2)cs1 | 4 | 109 | 10 | -1.6 | 105 | 14 | 4 | -12 | 0
CCCCn1c(-c2cccs2)nc2oc3ccccc3c(=O)c2c1=O | 2 | 90 | 3 | -1.2 | 111 | -2 | 6 | -1 | 7
Cc1ccccc1NC(=O)CSc1nnc(-c2ccco2)n1N | -7 | 93 | -5 | 1.1 | 106 | -5 | -5 | -6 | 3
Cc1nn(Cc2cccc(C(=O)Nc3ccn(Cc4ccccc4)n3)c2)c(C)c1[N+](=O)[O-] | 3 | 101 | 0 | -1.1 | 89 | -8 | 1 | -7 | 5
O=C(O)c1cccc(S(=O)(=O)N2CCCC(c3nc4c(nnn4Cc4ccccc4Cl)c(=O)[nH]3)C2)c1 (centres undefined) | 5 | 87 | 1 | -1.5 | 100 | 14 | 2 | -1 | 2

The listing continues.
SMILES | BCLXL inh | CIT2 TOR yeast | GLD-1 RNA inh | MEX-5 binding | AGP1 TOR yeast | VLA-4 inh | MCL1 BIM primary | Fam108B counter | GRK2 inh
CCC(C)N1CCN(C(=O)C2CCN(S(=O)(=O)c3c(C)noc3/C=C/c3ccco3)CC2)CC1 (centres undefined) | 9 | 99 | -5 | -1.3 | 100 | 4 | 6 | -3 | 3
COc1ccc(C2C(=O)c3ccccc3C2=O)cc1OC | 1 | 106 | -6 | 3.3 | 97 | 5 | 8 | -2 | 0
CCC(=O)NC(=S)Nc1ccc(NC(=O)c2ccc([N+](=O)[O-])cc2Cl)cc1 | 10 | 106 | 0 | -0.6 | 112 | . | 16 | 34* | 1
CCOCCCNC(=O)CN1CCN(Cc2ccc(Cl)cc2)C1=O | 7 | 99 | -2 | -1.7 | 102 | 4 | 9 | -4 | 0
O=C(COC(=O)/C=C/c1ccc(OC(F)F)cc1)NC1CCCC1 | 0 | 100 | 6 | . | 97 | 10 | 0 | . | 0
Cc1nc(NC(=O)CCCC(=O)Nc2nc(C)c(C)s2)sc1C | -2 | 110 | 5 | 0.3 | 113 | 2 | 1 | -8 | 3
CCOC(=O)CC1OC(=O)c2cc3c(cc21)C(=O)OC3CC(=O)OCC (centres undefined) | 2 | 103 | 0 | 1.4 | 103 | -10 | 2 | 0 | 3
COc1ccc(NS(=O)(=O)c2ccc(NC(=O)c3ccc(Br)cc3)cc2)nn1 | 5 | 96 | -1 | -2.2 | 102 | 4 | 3 | -2 | 1
Cc1ccc(NC(=O)C2CCC(=O)N2C(=O)OCc2ccccc2)cc1 (centres undefined) | 2 | 105 | 3 | -0.1 | 104 | 13 | 1 | -4 | 1
COc1ccccc1-c1ccc(SCC(=O)NCCc2ccccc2)nn1 | 10 | 92 | -7 | 3.1 | 56 | -3 | 5 | 1 | 0
O=C(Nc1ccc(N2CCN(C(=O)c3ccccc3)CC2)c(Cl)c1)c1ncn[nH]1 | 3 | 86 | 3 | -1.8 | 99 | 0 | 4 | 1 | 1
O=C(NCC1CCCO1)c1nc2c(nnn2Cc2ccccc2Cl)c(=O)[nH]1 (centres undefined) | 2 | 106 | -4 | -0.6 | 111 | 2 | 0 | -1 | 0
N#C/C(=N\Nc1cccc(F)c1)C(=N)N1CCCCCC1 | 3 | 95 | 7 | 1.2 | 98 | 16 | 4 | 5 | 0
COc1ccc(Cl)cc1NC(=O)CN(C)C(=O)COc1ccccc1F | -3 | 96 | -1 | 1.5 | 85 | 8 | -4 | 3 | 1
Cc1cccc(-n2nnc(C(=O)NCc3ccccn3)c2N)c1 | 3 | 100 | 11 | 1.8 | 87 | 24 | 4 | -1 | 1
COCC(=O)Nc1ccc(OCc2ccccc2)cc1 | -5 | 95 | 0 | 0.9 | 98 | -7 | -8 | 0 | 0
O=C(COc1ccc(-n2cnnn2)cc1)Nc1ccc(Br)cc1F | . | 98 | 4 | . | 94 | -9 | . | . | 0
O=C(CSc1ccc2nnc(-c3cccc(F)c3)n2n1)N1CCCc2ccccc21 | 0 | . | -1 | -2.5 | . | 4 | 7 | -9 | 0
Cc1ccc2nc(SCC(=O)Nc3nnc(SCC(N)=O)s3)[nH]c2c1 | 0 | 89 | 5 | -4.8 | 89 | 2 | -4 | -1 | 2
CS(=O)(=O)c1ccc(C(=O)OCC(=O)N2CCCc3ccccc32)cc1 | 3 | 92 | 3 | -1.1 | 106 | 2 | 2 | 0 | 0
Nc1ccc(C(=O)n2c3ccccc3c3ccccc32)cc1 | 2 | 107 | -8 | 1.8 | 101 | 8 | 8 | -5 | 1
COc1ccc2cc(C(c3nnnn3C3CCCCC3)N3CCCCCC3)c3nnnn3c2c1 (centres undefined) | 3 | 101 | 1 | -0.3 | 104 | -8 | 1 | 1 | 1
CCCCC1=CC2=C(c3ccco3)C(=O)C(C)(OC(=O)c3ccc(OC)cc3)C(=O)C2=CN1CC(C)C (centres undefined) | 19 | 68 | 15 | -4.9 | 78 | -4 | 13 | 8 | 4
COc1ccc(N2C(=O)CCC(C(=O)N3CCN(c4ccccn4)CC3)C2c2ccc(F)cc2)cc1 (centres undefined) | 0 | 94 | -3 | -0.6 | 99 | 14 | 4 | -1 | 1
COCC(C)NC(=O)CSc1nc2ccccc2n1CCc1ccccc1 (centres undefined) | -6 | 98 | 3 | 2.2 | 92 | -36 | -8 | -12 | 1

(further entries)
SMILES | BCLXL inh | CIT2 TOR yeast | GLD-1 RNA inh | MEX-5 binding | AGP1 TOR yeast | VLA-4 inh | MCL1 BIM primary | Fam108B counter | GRK2 inh
COc1ccccc1CNC(=O)c1ccc(NS(C)(=O)=O)cc1 | 5 | 97 | 0 | 1.5 | 101 | 3 | 8 | 0 | 0
C/C(=N/NC(=O)CNS(=O)(=O)c1ccccc1)c1ccc(Br)cc1 | 1 | 102 | -1 | -1.8 | 95 | 15 | 2 | 4 | 4
CCCCN(CC)CCCNC(=O)c1cc2c(=O)[nH]c3ccccc3c2s1 | 2 | 95 | 1 | 0.3 | 95 | 9 | 12 | -1 | 0
COc1ccccc1NC(=O)c1nnn(CC(=O)Nc2cccc(SC)c2)c1N | 3 | 90 | 11 | 0.3 | 94 | 1 | -3 | -3 | 3
Cc1cc(S(=O)(=O)N2CCN(c3ncccn3)CC2)ccc1-n1cnnn1 | -1 | 95 | -1 | -0.7 | 97 | 5 | -3 | 2 | 3
O=S(=O)(/N=C(/Nc1ccc(F)cc1F)c1ccccc1)c1ccccc1 | 1 | 102 | 0 | -0.7 | 107 | . | -4 | -1 | 3
COc1cc(/C=N/NC(=O)c2nnn(-c3nonc3N)c2C(C)C)ccc1O | -1 | 117 | 4 | 0.9 | 100 | 4 | 3 | 1 | 0
COc1ccc(-n2cccc2/C=C2\C(=N)N3N=C(c4ccco4)SC3=NC2=O)cc1 | 7 | 103 | 0 | 0.8 | 102 | 3 | 66* | 3 | 31
O=C(Nc1ccc(S(=O)(=O)Nc2ncccn2)cc1)c1ccc(S(=O)(=O)N2CCCC2)cc1 | 7 | 96 | -5 | 0.6 | 99 | 10 | -2 | 3 | 2
CCOc1ccc(C(=O)NC(C(=O)NCCc2ccc(S(N)(=O)=O)cc2)C(C)C)cc1 (centres undefined) | -6 | 106 | 2 | 3.4 | 101 | -2 | -10 | 0 | 3
COc1cc(C2Nc3cccc4cccc(c34)N2)ccc1O | 9 | 104 | 8 | -11 | 109 | 4 | 13 | 11 | 0
CCOC(=O)c1c(/N=C/c2cccc([N+](=O)[O-])c2O)sc2c1CCC2 | 7 | 74 | 0 | 2.4 | 81 | 1 | 6 | 7 | 4

Only MEX-5 binding, for three of the compounds above:
Compound | MEX-5 binding
CCOc1ccc(C(=O)NC(C(=O)NCCc2ccc(S(N)(=O)=O)cc2)C(C)C)cc1 (centres undefined) | 3.4
COc1cc(C2Nc3cccc4cccc(c34)N2)ccc1O | -11
CCOC(=O)c1c(/N=C/c2cccc([N+](=O)[O-])c2O)sc2c1CCC2 | 2.4

Bioassay records as filed in PubChem.

The order is random, and some 2.2% of all compounds hit somewhere here.
